IP6K1 inh: blocks human inositol hexakisphosphate kinase 1. Q92551. IP6K1 kinase, ADP-Glo luminescence, 2 h; active compounds read low. activity change, % (series mostly up to about 58 µM). 140,000 tested, 0.81% active. AID 1645851; in the data active means activity change below about -25%
Target sequence (Q92551 whole entry, looked up): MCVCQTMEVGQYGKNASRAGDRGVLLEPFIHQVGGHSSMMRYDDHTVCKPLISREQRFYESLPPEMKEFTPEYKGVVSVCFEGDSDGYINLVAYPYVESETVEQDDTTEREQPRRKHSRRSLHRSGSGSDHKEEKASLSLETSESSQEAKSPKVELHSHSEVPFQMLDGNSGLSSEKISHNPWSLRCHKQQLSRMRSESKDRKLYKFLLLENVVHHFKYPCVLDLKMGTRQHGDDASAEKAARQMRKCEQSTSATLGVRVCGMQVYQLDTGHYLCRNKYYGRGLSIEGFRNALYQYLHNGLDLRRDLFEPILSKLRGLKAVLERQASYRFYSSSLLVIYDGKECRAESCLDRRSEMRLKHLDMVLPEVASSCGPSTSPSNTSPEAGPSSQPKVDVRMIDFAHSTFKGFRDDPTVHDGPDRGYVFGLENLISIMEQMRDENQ
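ADP-Glo luminescence measures ADP made by human IP6K1 during a 2 h RT reaction with ATP/IP6 (mix at 1.3 mM/130 uM); top library doses 57.5 and 19.1 uM final.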
NIH3T3 tox: cytotoxic compounds in NIH 3T3 cells | 94,000 tested, 4.3% active | NIH 3T3 viability, CellTiter-Glo ATP luminescence, 48-72 h | Potency, µM (highest dose often 96.7 µM), for inactives: at the highest dose activity change, negative = cytotoxicity, usual class: inhibitors; further: potency means the concentration at half of the fitted maximal effect; nearly all actives have a fitted effect of over 55% in size
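NIH 3T3 cells at 400 cells/well received 23 nL of compound by pintool and were incubated 48 or 72 h at 37 °C. Viability was read as ATP-coupled CellTiter-Glo luminescence.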
HEK293 tox: cytotoxic compounds in HEK 293 cells | Potency, µM (highest dose often 115 µM), for inactives: at the highest dose activity change, negative = cytotoxicity, hits mostly inhibitors | AID 1345083 | 94,000 tested, 6.6% active | HEK 293 viability, ATP luminescence (CellTiter-Glo), 48-72 h; further: potency means the concentration at half of the fitted maximal effect; nearly all actives have a fitted effect of over 60% in size
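Cells seeded first (HEK 293, 250 cells/well), then compound added by pintool. Incubation ran 48 or 72 hr at 37 degree Celsius. CellTiter-Glo was added and luminescence imaged after 10 min at room temperature.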
SNCA expr inh: inhibitors of alpha-synuclein (SNCA) gene expression. HEK-293 SNCA-luciferase knock-in, luminescence, 24 h. Potency, µM (series often up to 57.2 µM), for the others: at the highest dose activity change, negative = inhibition, most hits filed as inhibitors. 140,000 tested, 0.17% active;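 further: potency means the concentration at half of the fitted maximal effect; plate controls were DMSO cells for no effect and cell-free wells for full effect; nearly all actives have a fitted effect of over 45% in size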
GPT2 inh: GPT2 alanine aminotransferase inhibition; Q8TD30; Recombinant GPT2, coupled pyruvate oxidase/HRP Amplex Red fluorescence; Potency, µM (doses to about 57.7 µM), for the others: at the top dose activity change, negative = inhibition, usual class: inhibitors; 100,000 tested, 0.25% active; AID 1671188; further: potency means the concentration at half of the fitted maximal effect; nearly all actives have a fitted effect of over 60% in size; many of its hits are not listed in these tables
Target sequence (Q8TD30 whole entry, looked up): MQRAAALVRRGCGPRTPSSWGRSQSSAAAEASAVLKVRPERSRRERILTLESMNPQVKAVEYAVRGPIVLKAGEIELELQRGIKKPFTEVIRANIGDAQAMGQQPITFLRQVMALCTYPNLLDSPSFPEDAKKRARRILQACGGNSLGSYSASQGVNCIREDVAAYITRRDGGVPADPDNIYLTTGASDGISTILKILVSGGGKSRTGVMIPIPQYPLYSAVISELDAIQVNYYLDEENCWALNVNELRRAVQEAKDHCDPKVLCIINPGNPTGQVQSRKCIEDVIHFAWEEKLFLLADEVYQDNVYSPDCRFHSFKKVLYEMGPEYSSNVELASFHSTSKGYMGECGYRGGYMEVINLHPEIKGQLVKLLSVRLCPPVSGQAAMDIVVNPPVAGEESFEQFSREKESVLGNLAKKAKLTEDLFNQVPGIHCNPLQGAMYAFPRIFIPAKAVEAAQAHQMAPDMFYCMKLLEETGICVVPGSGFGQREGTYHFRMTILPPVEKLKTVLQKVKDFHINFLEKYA
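Fluorescence of coupled pyruvate oxidase/HRP/Amplex Red system (50uM Amplex, 30 min, dark) reports pyruvate formed by GPT2. Enzyme reaction: 10ng/uL GPT2, 2mM L-alanine, 250uM a-KG, 30 min room temperature, pH 7.5; 50uM AOA control.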
HEK293 viab: reduces viability of HEK-293 SNCA reporter cells. HEK-293-SNCA-luc viability, GF-AFC fluorescence, 24 h. Potency, µM (highest dose often 57.1 µM), inactives show top-dose activity change, negative = cytotoxicity, hits mostly cytotoxic. 150,000 tested, 0.12% active. AID 1671193;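 further: potency means the concentration at half of the fitted maximal effect; 0% = DMSO-treated cells and -100% = medium-only wells without cells; nearly all actives have a fitted effect of over 30% in size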
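HEK-293-SNCA-luc cells (1500/well) plated 24 h, then exposed 24 h to a dilution series; GF-AFC added 30 min at 37C, fluorescence 405/540 nm; normalised to medium-only and DMSO wells, Hill fit.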
Luciferase inh: Photinus pyralis luciferase inhibition; P08659; purified P. pyralis luciferase, luminescence, biochemical; Potency, µM (top dose mostly 115 µM), for the others: top-dose activity change, negative = inhibition, usual class: inhibitors; 76,000 tested, 2.5% active; AID 1347043; further: potency means the concentration at half of the fitted maximal effect; nearly all actives have a fitted effect of over 65% in size
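Luminescence read by CCD imaging after purified firefly luciferase (10nM final) was added to substrate buffer holding 10uM D-luciferin and 10uM ATP, pH 7.5, pre-dosed with compound.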
* hit, by the source's call; i = inactive; ? = inconclusive; . = no result given; [ ] = dose if it differs, or a comment. Unless noted, the call rests on the fitted dose curve; in most records, active means well fitted curve in the direction sought with a large enough effect; inconclusive means small, poorly fitted or top-dose-only effect, or another doubt; inactive means no such curve, though single readings can be large; an effect the other way counts as inactive or inconclusive. Unless noted, on the % scale 0 is the no-effect control and ±100 the full control effect. The list is partial; the hit share may differ from the screen's.

Structure,IP6K1 inh,NIH3T3 tox,HEK293 tox,SNCA expr inh,GPT2 inh,HEK293 viab,Luciferase inh
COc1ccc(CCc2nc3nccc(-c4ccc(OC)c(OC)c4)n3n2)cc1,4,?,35µM*,16%,0%,2%,?
CC(NC(=O)c1ccc2nnc(Cc3ccco3)n2c1)c1ccc(F)cc1 (configuration not stated),-3,-10%,i,2%,1%,4%,.
C[C@H](/C=C/[C@@]1(O)[C@H](C)CC(=O)CC1(C)C)O[C@@H]1O[C@H](CO[C@@H]2OC[C@@H](O)[C@H](O)[C@H]2O)[C@@H](O)[C@H](O)[C@H]1O,9,.,.,.,i,-7%[23.9 µM],.
Cn1cnc2cc(-c3cccc(N4CCOCC4)c3)cc(C(=O)NCc3cccnc3)c21,-10,?,-21%[172 µM],-9%[87.6 µM],-14%[88.5 µM],3%[87.6 µM],-3%[172 µM]
CCn1cc(S(=O)(=O)N2CCC(Cc3nc(-c4cccnc4)n[nH]3)C2)cn1 (configuration not stated),-1,-4%,10%,-6%,-1%,8%,4%
O=C(CSc1nnc(-c2ccncc2)n1-c1ccccc1)Nc1ccc(Br)cc1,27,.,.,-11%,.,-15%,.
CC(=O)N1CCC(N(Cc2ccc(C)o2)C(=O)Nc2cccc(C(F)(F)F)c2)CC1,-6,.,.,-21%,.,-6%,.
CC1CCC2(CC1)NC(=O)N(CC(=O)NCc1ccco1)C2=O (configuration not stated),28,-2%,5%,-14%,-20%,-12%,-3%
COc1ccc(CNC(=O)C2CCN(S(=O)(=O)c3cccc4nonc34)CC2)cc1OC,24,.,.,23%,.,1%,.
COc1ccc(CC(=O)N2CCC3(CC2)CC(NC(=O)NC(C)C)c2ccccc23)cc1 (configuration not stated),4,-24%,-27%,4%,i,-10%,.
Cn1nccc1C(=O)NCc1ccc2c(c1)CCN2C(=O)c1ccccc1,7,.,.,9%,.,4%,.
CCOc1cccc(-c2noc(-c3nnn4c3COC(c3ccc(Cl)cc3)C4)n2)c1 (configuration not stated),0,i,12%,?,?,4%,7%
CC1CCC(NC(=O)C2(c3ccc(NS(C)(=O)=O)cc3)CCCCC2)CC1 (configuration not stated),4,?,?,-17%,-28%,?,-2%
N#Cc1ccc(C(=O)N2CCCN(S(=O)(=O)c3ccccc3)CCC(=O)NCC2)cc1,-1,-3%,2%,8%,1%,1%,2%
Cc1ccc(S(=O)(=O)N[C@H]2CO[C@H]3[C@@H]2OC[C@H]3O)cc1,-14,0%[174 µM],1%[172 µM],-4%[87.6 µM],i,2%[87.6 µM],-5%[172 µM]
COc1ccc(NC(=O)c2nc3sccn3c2-c2ccc(OC)cc2)cc1,-6,-21%,?,1%,-4%,?,.
CCN1CCN(CCNC(=O)CN2CC3CC(C2)[C@H]2CCCC(=O)N2C3)CC1 (some centres not stated),20,i,-4%,13%,2%,-2%,-1%
Cc1ccc(C(=O)CSc2nc(-c3ccccc3)nc3c2CCCC3)cc1,14,.,.,6%,.,-10%,.
O=c1c2nc(-c3ccsc3)ccc2ncn1Cc1ccccc1,4,?,?,58%[activator][87.6 µM],i,-14%[87.6 µM],?
COc1ccc(-c2nc(-c3nnn4c3COC(c3ccc(C)cc3)C4)no2)c(OC)c1 (configuration not stated),2,i,-6%,14%,-11%,-2%,-18%
COc1ccc(OC)c(S(=O)(=O)N2CCCCCCN(C)C(=O)[C@@H]3CCC[C@@H]32)c1,-9,-18%,-23%,-2%,i,3%,-11%
CCOc1ccc(C(=O)N2CCn3nc(Cc4ccccc4)cc3C2)cc1,-20,?,?,7%,i[11.5 µM],0%,3%
COC1C(=O)N(C2CCN(S(=O)(=O)c3cn(C)cn3)CC2)C12CCOCC2 (configuration not stated),4,-2%,4%,12%,i,6%,-6%
CCNC(=O)N1CCC(Cc2ncc(C)n2C(C)C)C1 (configuration not stated),11,-2%,i,15%,0%,-1%,4%
Cn1c(CO[C@H]2CN(Cc3ccncc3F)C[C@H]2F)nc2ccccc21,-5,-1%[138 µM],-15%[172 µM],-2%[87.6 µM],i,5%[87.6 µM],-4%[172 µM]
Cc1cc(F)ccc1-c1[nH]nc2ncc(-c3ccc([S+](C)(=O)[O-])cc3)nc12,5,?,?,?,i,-18%[87.6 µM],-1%[172 µM]
Cc1ccc2c(n1)N(C)[C@H](CO)CCN(Cc1ccc(C#N)cc1)C2,-7,-23%[174 µM],-13%[172 µM],-16%[87.6 µM],2%[88.5 µM],-5%[87.6 µM],-2%[172 µM]
C=CCOc1ccc(-c2nnc(CCC(=O)NCCOc3ccccc3)c(=O)[nH]2)cc1,7,-14%,-26%,8%,i,2%,-4%
CC(C)NC(=O)N1CCCC(c2nnc3n2CCNC3)C1 (configuration not stated),12,-9%,-10%,1%,3%,0%,.
O=C(NCc1ccccc1F)C1CCN(C(=O)c2ncn3c2COC(c2ccc(Cl)cc2)C3)CC1 (configuration not stated),0,-10%,-2%,62%[activator],i,3%,?

Some of the entries so far, field by field.
molecule: COc1ccc(CCc2nc3nccc(-c4ccc(OC)c(OC)c4)n3n2)cc1
  IP6K1 inh: 4	NIH3T3 tox: ?	HEK293 tox: 35µM*	SNCA expr inh: 16%	GPT2 inh: 0%	HEK293 viab: 2%	Luciferase inh: ?
molecule: CC(NC(=O)c1ccc2nnc(Cc3ccco3)n2c1)c1ccc(F)cc1 (configuration not stated)
  IP6K1 inh: -3	NIH3T3 tox: -10%	HEK293 tox: i	SNCA expr inh: 2%	GPT2 inh: 1%	HEK293 viab: 4%	Luciferase inh: .
molecule: C[C@H](/C=C/[C@@]1(O)[C@H](C)CC(=O)CC1(C)C)O[C@@H]1O[C@H](CO[C@@H]2OC[C@@H](O)[C@H](O)[C@H]2O)[C@@H](O)[C@H](O)[C@H]1O
  IP6K1 inh: 9	NIH3T3 tox: .	HEK293 tox: .	SNCA expr inh: .	GPT2 inh: i	HEK293 viab: -7%[23.9 µM]	Luciferase inh: .
molecule: Cn1cnc2cc(-c3cccc(N4CCOCC4)c3)cc(C(=O)NCc3cccnc3)c21
  IP6K1 inh: -10	NIH3T3 tox: ?	HEK293 tox: -21%[172 µM]	SNCA expr inh: -9%[87.6 µM]	GPT2 inh: -14%[88.5 µM]	HEK293 viab: 3%[87.6 µM]	Luciferase inh: -3%[172 µM]

Continuation:
Structure,IP6K1 inh,NIH3T3 tox,HEK293 tox,SNCA expr inh,GPT2 inh,HEK293 viab,Luciferase inh
Cc1cccc(C)c1NC(=O)Cn1ccn2nc(-c3ccc(F)cc3)c(CO)c2c1=O,10,-16%,-16%,-18%,-4%,-6%,-9%
Cc1ccc(-c2nnc(Nc3ccc(F)cc3)c3ccccc23)cc1S(=O)(=O)N1CCN(C)CC1,-21,.,.,-10%,.,4%,.
CC(C)Cc1cc(CNC(=O)Nc2nnc(C(C)(C)C)s2)on1,22,?,45µM*,2%,i,4%,-5%
O=C(Cc1cccc(Cl)c1)NC1CCN(CCn2nc3n(c2=O)CCCC3)C1 (configuration not stated),-11,-13%,2%,.,.,.,.
Cc1ccc(C(=O)NC(C(=O)N2CCCC2)C2CCN(C(=O)c3cccc(F)c3)CC2)cc1 (configuration not stated),-5,-22%,-10%,-2%,i,-16%,-8%
O=C1Nc2ccccc2CNC12CCN(CC1CC1)CC2,37,4%[138 µM],2%[172 µM],-2%[87.6 µM],-10%[88.5 µM],0%[87.6 µM],.
O=[S+]([O-])(c1cccc(C(F)(F)F)c1)N1CCCC2(CC(c3cccnc3)=NO2)C1 (configuration not stated),8,-14%,-16%,6%,-11%,-1%,.
Cc1ccccc1NC(=O)CSC1=Nc2ccccc2C2=NC(Cc3ccccc3)C(=O)N12 (configuration not stated),-9,.,.,5%,.,-29%,.
CC(C)NC(=O)N[C@H]1CCN2C(=O)c3cc(-c4ccccc4F)ccc3NC(=O)[C@H]12,-5,-28%[174 µM],-13%[172 µM],-7%[87.6 µM],-27%[88.5 µM],-1%[87.6 µM],-17%[172 µM]
COc1ccc(Cl)cc1C(=O)N1CCC(Oc2ncccc2C(=O)N2CCCCC2)C1 (configuration not stated),1,?,?,-22%,i,-2%,5%
COCc1noc([C@@H]2CN(C(=O)C3CCCCCC3)C[C@H]2CO)n1,-3,3%,4%,-19%,i,-6%,-12%
O=C(c1cccc(Cl)c1)N1CCN(CCc2ccccn2)CC1,-8,.,.,9%,.,1%,.
Cc1nn2c(c1-c1ccccc1C(C)C)N(C(=O)COc1ccccc1C(N)=O)CCC2,11,?,71µM*,-16%[87.6 µM],5%[88.5 µM],-1%[87.6 µM],-14%[172 µM]
CN(CC1CCOCC1)C(=O)Nc1cccc(Cl)c1,17,0%,-6%,5%,-2%,10%,-11%
Cc1ccc(C)c(CN2C(=O)c3ccccc3S(=O)c3ccc(C(=O)NCc4ccccc4)cc32)c1 (configuration not stated),9,.,.,13%,.,7%,.
COc1ccc(OC)c(NC(=O)Cn2c(-c3ccc(Cl)cc3)nc(C)c(CCO)c2=O)c1,-4,-11%,-2%,28%,i,-3%,5%
COc1ccccc1CCC(=O)NCc1nnc2ccc(-c3ccc(C)c(C)c3)nn12,-18,-15%,-19%,4%,4%,-2%,2%
O=C1COC[C@H]([C@H](O)c2ccc(NS(=O)(=O)c3ccc(F)cc3)cc2)N1,1,-11%[174 µM],-6%[172 µM],7%[87.6 µM],-8%[88.5 µM],-2%[87.6 µM],10%[172 µM]
CCCn1nccc1S(=O)(=O)N[C@@H]1CCOC[C@H]1Oc1ccccn1,10,0%,-3%,31%[activator],1%,-3%,-2%
N#Cc1cccc(NC(=O)C2CCN(c3cnccn3)CC2)c1,-14,.,.,14%,.,17%,.
CS(=O)(=O)c1cnc(NCCCn2cccn2)nc1C1CCCNC1 (configuration not stated),-1,-1%,2%,-21%,1%,-2%,8%
COc1cccc(-c2ccc3c(N)c(C(=O)Nc4ccc(Cl)cc4F)sc3n2)c1,17,.,.,52%[activator],.,?,.
Cc1ccc2c(=O)c(C(=O)c3ccc(F)cc3)cn(CC(=O)NC3CCCCC3)c2n1,-6,.,.,-4%,.,4%,.
COc1ccc(OC)c(NC(=O)CSc2nccn2-c2cc(C)cc(C)c2)c1,-7,.,.,-22%,.,1%,.
Cc1ccc(NS(=O)(=O)c2ccc3c(c2)CCCN3C(=O)C2CCC2)c(C)c1,12,.,.,-8%,.,-13%,.
COCCCn1c(=O)c(C(=O)N2CCN(C(=O)c3ccccc3OC)CC2)nc2cccnc21,4,i,-7%,-10%,i,8%,.
Cc1cnc(C(=O)NC2CC(=O)N(Cc3cccc4ccccc34)C2)cn1 (configuration not stated),0,-23%,0%,0%,?,1%,4%
COc1ccc(-c2nc(C3CC3)nc3c2CCN(Cc2cncs2)CC3)cc1,1,-22%,-28%,-23%,i,-5%,.
COc1ccccc1-c1ccc(CN2CCN(c3cc(Cl)ncn3)C(=O)C2)cc1,-14,?,45µM*,-7%,i,2%,-10%
Cc1nn(CCC(=O)Nc2cc(F)ccc2F)c(=O)c2nn(-c3ccccc3)c(C)c12,4,.,.,-9%,.,-7%,.

Screens (PubChem BioAssay)
